Screening results: PubChem BioAssay, several laboratories
T cell modulator – T cell immune modulators affecting CD8 T cell-vesicle binding; 2C CD8+ T cell-vesicle binding, flow cytometry; stronger effect = lower value; calls only at 7 µM; 330,000 compounds, 0.068% hits;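 active = response, share of CD8 T cells binding vesicles, and their 90th percentile fluorescence all below set limits, cut at about 80% in these data, passing the limit was not always enough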
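Test system: purified 2C TCR transgenic mouse naive CD8+ T cells. Probe or stimulus: QL9-peptide-loaded Drosophila micro-vesicles bearing Ld, ICAM-1 and B7-1. Incubation: binding step 1.5 h, 37 °C, antibody labelling 20 min, ice. Measured by: flow cytometry of vesicle-bound cells.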
bCat nuc transl – alters nuclear translocation of beta-catenin in HeLa cells; nuclear translocation activity, % at 5 µM; immunofluorescence imaging; 190,000 compounds, 0.3% hits; AID 1665;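 active = nuclear translocation activity above 50% at 5 µM, with a well cell count of 50 or more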;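 also: per-cell ratio of nuclear to cytoplasmic median beta-catenin stain intensity; plate controls were DMSO negative control for no effect and GSK-3 inhibitor IX positive control for full effect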
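Technique: fluorescence imaging of beta-catenin antibody stain plus DAPI / Material: human HeLa cell line / Incubation: compound treatment 24 h, 37°C, 5% CO2 / Read-out basis: % activation of per-cell nuclear versus cytoplasmic median beta-catenin signal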
Autophagy HCS – alters autophagy in cells; MEF GFP-LC3 puncta imaging; test concentration mostly 10 µM; calls only at 10 µM (by protocol); 190,000 compounds, 0.98% hits;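 active = percentage of spot-positive cells more than 3 SD above its plate mean, without a fluorescence outlier flag or 80% toxicity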;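 also: spot-positive cell cutoff set from DMSO-treated cells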
Dynein transport – dynein cargo transport inhibition; 3617.4 mouse cells, GR-EGFP nuclear translocation imaging; test concentration mostly 20 µM; stimulated with dexamethasone, 1 µM; stronger effect = lower value; AID 1381; 220,000 compounds, 0.47% hits; z-score, hits read low;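 active = plate z-score of nuclear minus cytoplasmic receptor signal below a set negative limit, without overly bright fluorescence or cell loss, cut at about -3.5 in these data, passing the limit was not always enough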;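 also: z-score of nuclear minus cytoplasmic ring GR-EGFP intensity difference per well; some compounds called inactive have numbers as strong as hits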
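Buffer or medium – tet-free medium with charcoal-stripped serum · Signal – automated 10x imaging of fixed Hoechst-stained cells · Also added – dexamethasone agonist, 1.0 µM final, for 30 min · Incubation – induction 48 h, compound 1 h, agonist 30 min · Read-out – GR-EGFP nuclear translocation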
Salmonella PhoP GFP – PhoP-dependent GFP reporter repression – Salmonella Typhimurium, primary screen (AID 1863). S. Typhimurium PhoP-regulated promoter GFP reporter, 4 h; higher % means a stronger effect. inhibition, % at 50 µM, or IC50 in µM where a hit was titrated. 300,000 compounds, 0.16% hits;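 active = inhibition over 29.93%, a cutoff 3 SD above the screen mean, later confirmed by dose response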;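 also: 0% = low Mg2+ inducing control and 100% = high Mg2+ repressing control; strong numbers were not always called active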
MT stabilize HCS – microtubule stabilizers in HeLa cells; AID 2205; HeLa tubulin immunostaining HCS, 24 h; share of cells brighter than vehicle mean+2SD; % tubulin-high responders, % at 10 µM; 200,000 compounds, 0.83% hits;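 active = plate Z-score above 3 for both tubulin-high and condensed-nucleus cell shares, with cell loss under 80%, at 10 µM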;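 also: anti alpha tubulin signal scored within the nucleus-defined area of each cell; some results filed as inactive read as strong as hits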
Insulin prom up – MIN6 insulin promoter up-regulation. MIN6 insulin promoter-GFP reporter, high-content imaging; stronger effect = higher value. z-score at 5 µM. 190,000 compounds, 0.3% hits;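 active = z-score above 3 at 5 µM with at least 500 cells counted in the well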
Lipid droplet – modulators of hepatic lipid droplet formation | inhibition, % at 6.5 µM | AML12 mouse hepatocytes, oleate lipid droplets, BODIPY imaging | 240,000 compounds, 0.4% hits | AID 1656;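 active = lipid droplet intensity inhibited by at least 50%, with more than 500 cells counted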
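Assay system: AML12 mouse liver cells | Compound: 6.5 µM single-point dosing | Schedule: Overnight exposure | Technique: Fluorescence imaging, 20x objective, two fields per well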
CSM14.1 death rescue – rescue of cells from ER stress-induced death, primary screen, 384-well, CSM14.1, thapsigargin, ATP luminescence (AID 1222); 190,000 tested, under 10 active; cellular ATP content (survival), % at 20 µM; hits with a dose series show EC50 in µM; CSM14.1 thapsigargin-induced death rescue, ATP luminescence; higher % means a stronger effect;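 active = EC50 below 50 µM in the dose-response confirmation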;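 also: death triggered by thapsigargin at about 15 µM added after 2 h compound pretreatment; cell ATP read after overnight thapsigargin exposure of roughly 18 to 22 hours; normalized against plate controls of thapsigargin alone and 5% DMSO vehicle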
Dynein transport cytoplasmic EGFP – also measured in Dynein transport; calls as there; z-score; measured here: cytoplasmic GR-EGFP intensity; stronger effect = higher value
Dynein transport nuclear GR-EGFP – further read-out of Dynein transport, marked with its call; z-score; measured here: nuclear GR-EGFP intensity;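 lower value marks the stronger effect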
Dynein transport cell count – second read-out of Dynein transport, no call of its own (marks repeat the call); z-score; measured here: cell count per field
Insulin prom up cell count – further read-out of Insulin prom up, marked with its call; cell count; measured here: cytotoxicity, nuclei count;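 total cells summed across four imaged fields per well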
Lipid droplet cells 6.5 µM – second read-out of Lipid droplet, no call of its own (marks repeat the call); cell count; measured here: cell count, cytotoxicity flag;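 cells counted across two imaged fields per well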
bCat nuc transl cell count 5 µM – also measured in bCat nuc transl; calls as there; cell count; measured here: cell count, cytotoxicity flag
T cell modulator vesicle-bound % – recorded beside T cell modulator, whose call it bears; double positive events, %; measured here: CD8+ vesicle-bound cell fraction;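 binding gate set so that unloaded-vesicle control wells show 10% double positive cells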
MT stabilize HCS Hoechst-high % – recorded beside MT stabilize HCS, whose call it bears; % Hoechst-high responders; measured here: nuclear condensation Hoechst responders;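 share of cells brighter than vehicle mean plus two SD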
MT stabilize HCS cytotoxicity % – also measured in MT stabilize HCS; calls as there; toxicity, %; measured here: cytotoxicity by cell density;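 0% = mean cell density of plate MIN control wells and 100% = no cells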
Autophagy HCS cell loss 18 h – recorded beside Autophagy HCS, whose call it bears; toxicity, %; measured here: cell loss, nuclei count;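 cell loss after 18 h compound exposure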
Numbers without * were called inactive; i = inactive; nt = not tested or not shown.

SMILES	T cell modulator	T cell modulator vesicle-bound %	bCat nuc transl	bCat nuc transl cell count 5 µM	Autophagy HCS	Autophagy HCS cell loss 18 h	Dynein transport	Dynein transport cytoplasmic EGFP	Dynein transport nuclear GR-EGFP	Dynein transport cell count	Salmonella PhoP GFP	MT stabilize HCS	MT stabilize HCS Hoechst-high %	MT stabilize HCS cytotoxicity %	Insulin prom up	Insulin prom up cell count	Lipid droplet	Lipid droplet cells 6.5 µM	CSM14.1 death rescue
CC(OC(=O)c1cccc(S(=O)(=O)Nc2cccc(C(F)(F)F)c2)c1)C(=O)Nc1ccc2c(c1)OCCO2 (stereo unspecified)	i	34	1.1	879	i	2	1.3	-0.17	0.82	-2.1	-7%	1.0	3.2	17	0.48	1542	16	671	-0.2%
Cc1cc(Nc2nc3ccccc3nc2Cl)n(-c2ccccc2)n1	i	29	nt	nt	i	23	-0.72	-0.46	-0.27	0.92	-1%	12*	11*	9.3*	-0.75	895	nt	nt	-1.4%
CCCn1c2ccccc2c2nc3ccccc3nc21	i	25	4.8	1087	i	1	-1.1	-0.13	-0.69	0.29	7%	2.8	2.6	4.5	-0.76	1401	2	786	1.1%
CCn1nc(C)c(NC(=O)c2ccc(Cl)cc2)c1C	i	30	0.9	954	i	-4	0.19	-0.34	0.032	-0.32	2%	1.5	1.5	7.7	0.07	1676	8	629	-1.4%
CN1CCN(S(=O)(=O)c2ccc(NC(=S)NC(=O)C3CC3)cc2)CC1	i	46	0.5	550	i	-16	-0.66	-0.28	-0.48	0.95	-4%	2.1	2.2	4.6	-0.23	1282	2	720	1.3%
Cc1nn(Cc2ccc(Cl)cc2)c(C)c1NC(=O)CSc1nc2c(c(C(F)(F)F)n1)CCc1ccccc1-2	i	6	-0.9	1354	i	16	2.2	0.29	0.75	-0.62	3%	9.5	3.2	8.6	-1.6	1666	nt	nt	8.3%
O=S(=O)(NCCSc1nc2ccccc2o1)c1ccccc1	i	6	nt	nt	i	-3	0.94	-0.16	0.7	-0.27	7%	4.0	1.7	5.7	-0.27	1154	nt	nt	-0.4%
CC(C)(C)c1ccc(-c2nnc(SCC(=O)NC3CCS(=O)(=O)C3)n2N)cc1 (stereo unspecified)	i	36	-1.9	1103	i	21	-0.69	-0.23	-0.41	0.66	-7%	2.5	3.1	6.2	1	1071	-4	688	-1.3%
Cc1ccc(-c2nc(CSCC(=O)NCCN3CCN(Cc4ccccc4)CC3)c(C)o2)cc1	i	15	-0.2	957	i	7	3.3	-0.16	1.9	-2	-5%	6.4	3.9	5.7	-0.57	719	nt	nt	-0.1%
C/C(=C\C=C\c1ccccc1)C(=O)c1c(C)cc(C)[nH]c1=O	i	26	-0.4	1116	i	1	-0.083	-0.31	-0.14	0.35	2%	1.9	2.3	2.8	nt	nt	13	731	1.5%
O=C(NCc1ccccn1)c1cc2ccccc2oc1=O	i	44	1.8	1022	i	-2	0.99	0.44	1	-0.55	13%	1.5	1.2	3.8	0.24	780	-7	680	-0.7%
CC(C)CN(Cc1c(O)ccc2ccccc12)CC(C)C	i	46	0.1	1516	i	13	-0.82	-0.31	-0.031	0.43	4%	5.3	2.1	5.2	0.25	1484	-10	646	-0.3%
Cc1cccc(NC(=O)C(=O)NCC2CCCO2)c1 (stereo unspecified)	i	40	-0.2	1087	i	10	1.1	-0.15	1.4	-0.66	nt	2.2	1.4	6.4	-0.01	1486	-4	683	-0.5%
COc1ccc(-n2cc(C(=O)c3ccccc3O)cn2)cc1	i	56	-0.5	1071	i	7	-0.22	-0.35	-0.13	-0.45	-9%	3.1	1.5	9.0	-0.27	1313	-4	677	-1.7%
O=C(CSc1ncnc2c1cnn2CCO)Nc1cccc(C(F)(F)F)c1	i	38	nt	nt	i	-3	-0.2	-0.33	-0.48	0.75	0%	7.6	1.9	6.0	0.12	1263	-3	595	-0.5%
CCN1CCc2c(sc(NC(=S)NC(=O)c3ccccc3)c2C#N)C1	i	25	nt	nt	i	-22	-0.13	-0.36	0.12	0.075	-11%	3.4	1.8	4.3	nt	nt	nt	nt	-2.4%
Cc1nc(N)c(C#N)c(-c2ccccc2Cl)c1C	i	51	nt	nt	i	4	-0.89	0.44	-0.35	0.68	6%	2.1	1.4	14	nt	nt	6	786	-1.4%
O=c1ccc(-c2nc3cc(Cl)ccc3n2Cc2ccccc2)c[nH]1	i	42	-2.3	938	i	-32	2.6	0.035	1.5	-1.5	5%	3.6	1.9	0.7	-0.73	1432	-12	709	0.3%
O=C(CCN1CCc2ccccc2C1)Nc1ccc(F)cc1	i	24	nt	nt	i	10	0.43	-0.25	0.65	-0.89	-2%	6.0	3.3	2.9	nt	nt	nt	nt	-0.4%
Cc1cc2oc(C(=O)Nc3ccc(S(=O)(=O)Nc4onc(C)c4C)cc3)cc(=O)c2cc1Cl	i	44	-1.2	1341	nt	nt	0.81	-0.19	1.5	-1.3	-8%	nt	nt	nt	-0.04	1031	19	711	nt
Cc1nc2ccc(NC(=O)C3CCN(S(=O)(=O)c4cccs4)CC3)cc2s1	i	22	-1.7	839	i	3	-0.86	-0.22	-0.15	1.3	1%	1.1	1.7	8.6	-0.21	1238	nt	nt	-0.5%
O=c1onc(-c2ccc(Cl)cc2Cl)n1-c1cccnc1	i	11	0.2	1309	nt	nt	0.65	-0.19	0.33	-0.54	-4%	nt	nt	nt	0.29	1381	-2	750	nt
Cc1cccc(Nc2ccc(C(=O)N3CCOCC3)cn2)c1	i	63	-3.0	972	i	32	-0.095	-0.29	0.11	0.38	-5%	2.6	1.3	2.3	-0.59	1507	-6	673	-1.8%
N#CC1=C(O)C(c2ccccc2)n2c1nc(=O)c1ccccc12 (stereo unspecified)	i	32	-5.7	761	i	-14	-0.45	-0.17	-0.18	0.38	2%	1.7	1.7	4.4	1.4	1305	nt	nt	0.0%
CSc1cccc(NC(=S)N2CCC(N(C)C3CCCC3)CC2)c1	i	15	-0.8	1136	i	-2	-0.3	-0.34	-0.1	0.52	-5%	5.0	2.6	9.8	-0.34	1323	8	625	0.7%
Nc1ncnc(Nc2ccccn2)c1[N+](=O)[O-]	i	22	2.9	964	i	16	-0.39	-0.11	-0.09	0.43	-2%	4.3	1.8	2.8	-0.93	1628	-10	666	0.2%
COC(=O)Cc1csc(Nc2ccccc2)n1	i	44	-3.6	501	i	-5	-0.54	-0.17	-0.21	1.6	11%	2.4	1.4	9.0	-0.13	1141	-13	617	-2.6%
Cc1ccc(C(=O)N[C@H](C(=O)OCC(=O)NC2CCS(=O)(=O)C2)C(C)C)cc1 (stereo partly specified)	i	45	0.8	1082	i	7	0.96	-0.21	0.69	-0.24	-2%	1.7	2.6	4.1	0.21	1476	-1	656	1.8%
Cc1nc(CCNC(=O)Cc2ccc(F)cc2)cs1	i	35	2.1	1145	i	6	0.25	-0.16	0.38	0.027	15%	3.6	4.7	13	1.3	2184	2	622	-1.3%
CCOc1ccc(N2C(=O)Nc3ccccc3C2(O)C(=O)NCc2ccc(C)cc2)cc1 (stereo unspecified)	i	52	-1.0	1058	i	-3	-0.27	-0.35	-0.31	0.9	5%	2.8	1.7	5.4	-0.45	1197	-13	677	0.6%
O=C(c1cnccn1)N1CCc2c([nH]c3ccccc23)C1c1cccc(Cl)c1 (stereo unspecified)	i	42	7.9	963	i	25	0.087	-0.32	-0.17	0.91	4%	2.2	4.3	2.7	0.96	1394	-12	721	2.2%
CCN(CC)c1ccc(/C=N/NC(=O)Nc2ccccc2)cc1	i	40	-0.9	1085	i	3	-0.41	-0.31	-0.25	0.8	-8%	4.0	1.8	6.5	-0.24	1231	3	696	nt

Not a retest: an excerpt of the list.
SMILES	T cell modulator	T cell modulator vesicle-bound %	bCat nuc transl	bCat nuc transl cell count 5 µM	Autophagy HCS	Autophagy HCS cell loss 18 h	Dynein transport	Dynein transport cytoplasmic EGFP	Dynein transport nuclear GR-EGFP	Dynein transport cell count	Salmonella PhoP GFP	MT stabilize HCS	MT stabilize HCS Hoechst-high %	MT stabilize HCS cytotoxicity %	Insulin prom up	Insulin prom up cell count	Lipid droplet	Lipid droplet cells 6.5 µM	CSM14.1 death rescue
CCOc1ccc(N2C(=O)Nc3ccccc3C2(O)C(=O)NCc2ccc(C)cc2)cc1 (stereo unspecified)	i	52	-1.0	1058	i	-3	-0.27	-0.35	-0.31	0.9	5%	2.8	1.7	5.4	-0.45	1197	-13	677	0.6%
O=C(c1cnccn1)N1CCc2c([nH]c3ccccc23)C1c1cccc(Cl)c1 (stereo unspecified)	i	42	7.9	963	i	25	0.087	-0.32	-0.17	0.91	4%	2.2	4.3	2.7	0.96	1394	-12	721	2.2%
CCN(CC)c1ccc(/C=N/NC(=O)Nc2ccccc2)cc1	i	40	-0.9	1085	i	3	-0.41	-0.31	-0.25	0.8	-8%	4.0	1.8	6.5	-0.24	1231	3	696	nt
